# Screening results deposited in PubChem BioAssay by several laboratories.
# hgDAF-12 ag: H. glycines DAF-12 receptor agonists, primary screen, cell-based, luminescence, HEK293, GAL4 fusion, UAS-luciferase. AID 687014, 2013. activation, % at 6.8 µM. HEK293 GAL4-hgDAF12 UAS-luciferase reporter, agonist luminescence; normalized to butyrate control. 370,000 compounds, 1.8% hits;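 active = activation above a cutoff set at the mean of all screened compounds plus 3 SD, cut at about 10% in these data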;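 note: 0% = DMSO wells and 100% = sodium butyrate wells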
# ADAM10 inh: human ADAM10 inhibitors, primary screen, biochemical, QFRET, HTS; Disintegrin and metalloproteinase domain-containing protein 10 (Homo sapiens), O14672; recombinant ADAM10, EDANS/DABCYL FRET peptide cleavage, 3 h; inhibition, % at 7 µM; 370,000 compounds, 0.62% hits; AID 720582, 2013;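 active = inhibition above a per-campaign cutoff equal to the mean of compounds falling between control-based bounds plus 3 SD, cut at about 20% in these data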;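 note: 0% = DMSO wells while the 100% control is not disclosed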
# Target sequence (O14672 214-748 limits assumed): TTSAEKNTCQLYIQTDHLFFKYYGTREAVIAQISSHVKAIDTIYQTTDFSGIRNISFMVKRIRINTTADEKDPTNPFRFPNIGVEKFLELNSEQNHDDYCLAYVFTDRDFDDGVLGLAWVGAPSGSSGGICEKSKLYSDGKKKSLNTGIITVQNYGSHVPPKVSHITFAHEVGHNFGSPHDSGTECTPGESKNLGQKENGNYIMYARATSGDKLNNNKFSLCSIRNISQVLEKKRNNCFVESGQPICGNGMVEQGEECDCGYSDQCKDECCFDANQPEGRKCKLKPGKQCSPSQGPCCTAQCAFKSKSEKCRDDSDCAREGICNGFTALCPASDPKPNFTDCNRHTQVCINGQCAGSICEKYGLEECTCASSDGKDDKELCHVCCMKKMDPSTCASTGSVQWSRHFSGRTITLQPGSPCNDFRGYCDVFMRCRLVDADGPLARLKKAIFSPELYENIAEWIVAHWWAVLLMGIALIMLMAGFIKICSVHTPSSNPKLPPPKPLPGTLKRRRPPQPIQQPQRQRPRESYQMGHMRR
# GC-A act: GC-A stimulated cGMP production enhancers – HEK293 GC-A cells, cGMP TR-FRET, EC30 ANP, primary screen. Atrial natriuretic peptide receptor 1 (Homo sapiens), P16066. 0% at EC30 ANP, 100% saturating ANP. activation, % at 10 µM. 370,000 compounds, 0.14% hits. AID 1671463, 2021; in the data active = activation above about 40%
# hcDAF12 agonist: H. contortus DAF-12 nuclear receptor activators, primary screen, cell-based, luminescence, HEK293, lit1-tk-luc reporter | 370,000 compounds, 1.4% hits | HEK293 hcDAF-12 lit1-tk-luc reporter; 0% DMSO, 100% Δ7-dafachronic acid | activation, % at 6.8 µM;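 active = activation above the mean of all tested compounds plus 3 SD, cut at about 5.5% in these data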;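 note: 100% = response to 3 µM Δ7-dafachronic acid high control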
# PG9 binder: binders of HIV-1 gp120 antibody PG9, primary screen, biochemical, TR-FRET. inhibition, % at 6.7 µM. TR-FRET gp120-PG9 antibody binding. HIV-1 gp120 / PG9 antibody interaction. 360,000 compounds, 0.43% hits; in the data active = inhibition above about 8.5%
# ADAM17 inh: ADAM17 inhibitors, primary screen, biochemical, QFRET. Disintegrin and metalloproteinase domain-containing protein 17 (Homo sapiens), P78536. recombinant ADAM17, EDANS/DABCYL FRET peptide cleavage. inhibition, % at 6.95 µM. 370,000 compounds, 0.83% hits. AID 720648, 2013;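 active = inhibition above the mean of compounds lying between control limits plus 3 SD, set per campaign, cut at about 8.5% in these data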;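 note: 0% = DMSO-only wells as the low control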
# DAX1 inh-1: DAX1 (NR0B1) inhibitors, primary screen, cell-based, HEK293, Gal4-DAX1, luciferase luminescence; 340,000 compounds, 0.99% hits; AID 504766, 2011; Nuclear receptor subfamily 0 group B member 1 (Homo sapiens), P51843; HEK293 Gal4-DAX1 luciferase reporter; inhibition, % at 6.75 µM;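 active = inhibition above the mean over all tested compounds plus 3 SD, cut at about 4.2% in these data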;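 note: 0% = DAX1-transfected cells with DMSO and 100% = empty-vector control cells with DMSO; inhibition shows as a rise in luminescence from relieved DAX1 repression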
# Target sequence (P51843 207-470 limits assumed): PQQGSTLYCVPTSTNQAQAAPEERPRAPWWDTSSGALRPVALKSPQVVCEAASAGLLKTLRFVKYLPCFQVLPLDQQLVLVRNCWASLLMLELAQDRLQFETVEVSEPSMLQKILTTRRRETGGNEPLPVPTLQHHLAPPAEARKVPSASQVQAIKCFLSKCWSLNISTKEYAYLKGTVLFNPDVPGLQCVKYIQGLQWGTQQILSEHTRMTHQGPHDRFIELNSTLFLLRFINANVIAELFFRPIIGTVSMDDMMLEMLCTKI
# SMARCA2 activ: SMARCA2 (BRM) function activators, primary screen, cell-based, luminescence, high throughput; MG213 cells, MMTV-luciferase reporter, dexamethasone, overnight; activation, % at 9.1 µM; 370,000 compounds, 1% hits; AID 652017, 2013; in the data active = activation above about 7.8%;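 note: 0% = vehicle wells and 100% = reference activator wells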
# GAA850 FXN act: FXN promoter activators, primary screen, cell-based, luciferase luminescence, HEK293 lucGAA850; activation, % at 6 µM; HEK293 lucGAA850 FXN promoter luciferase reporter, 24 h; percent of 10 µM SAHA response; 360,000 compounds, 0.56% hits; AID 540364, 2011;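 active = activation above the average of all compounds screened plus 3 SD, cutoff fixed separately per campaign, cut at about 7.5% in these data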;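 note: 0% = DMSO wells and 100% = 10 µM SAHA wells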
# ssDAF12 agonist: S. stercoralis DAF-12 nuclear receptor activators, primary screen, cell-based, luminescence, HEK293, GRIP1 co-expression, lit1-tk-luc. Nuclear hormone receptor DAF-12 (Strongyloides stercoralis). HEK293 ssDAF-12/GRIP1 lit1-tk-luc reporter; % of 3 µM dafachronic acid response. activation, % at 6.8 µM. 370,000 compounds, 1% hits. AID 652126, 2013;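 active = activation above the mean over all tested compounds plus 3 SD, cut at about 0.9% in these data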;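 note: 0% = DMSO-only wells and 100% = 3 µM delta7-dafachronic acid wells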
# DAX1 inh-2: DAX1 (NR0B1) inhibitors on StAR promoter, primary screen, cell-based, luminescence, SF-1 (NR5A1), full-length DAX-1. HEK293T StAR-luciferase reporter, SF-1/DAX-1 repression relief. inhibition, % at 6.8 µM. 370,000 compounds, 1.1% hits. AID 652010, 2013;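 active = inhibition above the mean over all tested compounds plus 3 SD, cut at about 3.6% in these data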;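 note: 0% = DAX-1 cells with DMSO and 100% = cells lacking DAX-1 with DMSO; higher inhibition means more luminescence from relief of DAX-1 repression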
# The depositor's hits bear a star; · = not tested or not shown.
SMILES,hgDAF-12 ag,ADAM10 inh,GC-A act,hcDAF12 agonist,PG9 binder,ADAM17 inh,DAX1 inh-1,SMARCA2 activ,GAA850 FXN act,ssDAF12 agonist,DAX1 inh-2
Cc1nn(Cc2c(F)c(F)c(F)c(F)c2F)c(C)c1NC(=O)c1cccc(COc2ccccc2Cl)c1,19.9*,0.1,3.4,4.5,-1.9,-0.6,-2.6,13.1*,2.1,-0.5,1.3
O=C(Nc1ccc(N2CCOCC2)cc1)c1ccc(-c2ccccc2[N+](=O)[O-])o1,3.3,12.4,-4.4,-2.3,-2.3,4.2,-0.1,-4.5,0.7,-2.0,0.4
Cc1ccc(C(=O)Nc2ncc(Cc3ccc(F)cc3)s2)o1,7.1,3.6,12.5,4.8,1.4,0.0,1.9,7.9*,0.1,0.4,4.2*
O=C(N1CCOCC1)N1CCC(c2nc(-c3ccc(S(=O)(=O)N4CCOCC4)cc3)no2)CC1,-2.3,10.0,-0.5,0.9,0.1,0.2,0.5,3.7,-3.3,-0.1,0.4
O=S(=O)(c1ccc(Cl)cc1)N1CCN(S(=O)(=O)N2CCCCCC2)CC1,-0.8,-7.8,0.5,-0.1,-0.4,-1.9,0.0,-3.0,0.0,-0.8,-0.5
COc1cccc(C(=O)/C=C/c2ccc(OCC#N)c(OC)c2)c1,-10.6,5.8,-0.6,-5.1,-2.1,0.8,-2.5,-2.5,-8.3,-2.6,-3.6
CC(C)(C)Nc1c(N)c(=O)oc2ccccc12,-2.4,-4.0,-17.0,-1.5,2.1,-1.5,2.1,-2.7,2.5,-1.3,-0.1
CSc1ccc(Cn2c(C)c(C(=O)NCc3ccccc3C(F)(F)F)sc2=O)cc1,-0.1,4.8,-1.3,-0.8,1.5,6.0,·,-0.3,0.4,-1.0,-1.8
O=C(OC1CCOC1=O)c1cc(-c2ccccc2)nc2ccccc12 (stereo not given),0.5,-233.4,14.3,-1.1,2.5,-49.0,-0.4,-0.3,0.2,-1.4,-0.9
Cc1ccc(C(=O)N2CCCC(Nc3ccc(C)c(C)c3)C2)c(=O)[nH]1 (stereo not given),1.2,5.6,0.9,2.0,-3.0,1.9,0.1,-3.3,0.3,-1.3,0.5
COc1ccc(OC)c(NC(=O)Cn2cc(C=O)c3ccccc32)c1,-5.2,-8.5,-36.4,-0.2,2.1,-2.0,-0.1,-4.6,0.6,-1.1,-0.9
COc1cc2cc(C(c3nnnn3C(C)(C)C)N3CCc4ccccc4C3)c(=O)[nH]c2cc1OC (stereo not given),-0.1,-391.7,2.0,0.3,-0.9,-134.7,-0.3,2.9,-2.4,-1.1,-0.1
Cc1ccc(N2C(=O)C3C(C2=O)N2C(c4cccs4)C4C(=O)N(c5ccc(C)cc5)C(=O)C4N2C3c2cccs2)cc1 (stereo not given),0.4,12.1,-2.6,2.9,0.0,13.0*,0.2,-1.9,-0.6,-1.5,0.1
O=C(CSc1ccc2nnc(-c3ccccn3)n2n1)N1CCN(c2ccccc2)CC1,-4.7,3.5,-2.9,0.0,-0.5,-1.5,-1.1,1.4,2.5,-0.9,-0.1
Cc1ccc(S(=O)(=O)Oc2ccc(/C=C(/NC(=O)c3ccccc3)C(=O)NCCCC(=O)O)cc2)cc1,2.3,-10.4,0.4,-1.4,-0.9,-7.3,-0.9,-4.2,0.9,-1.4,-0.3
Cc1cc(-c2ccc(C)c(S(=O)(=O)N3CCN(c4ccccn4)CC3)c2)on1,-1.9,-3.3,-2.9,0.3,-0.2,-1.2,-0.6,-1.1,0.3,-1.6,-0.3
CCOc1ccc(N2Cc3ncccc3C2=O)cc1,8.9,-7.2,-0.7,0.8,-1.7,-1.4,-0.1,4.1,4.8,-0.1,2.8
Cc1ccc(/C(N)=N/OC(=O)C(C)c2ccc([N+](=O)[O-])cc2)cc1 (stereo not given),0.9,-0.5,4.5,-0.9,0.6,-0.9,0.1,0.9,1.7,-0.5,-0.4
COc1ccc(C(=O)N/N=C/c2cc(Br)ccc2O)cc1OC,-8.4,-1.0,4.1,-1.3,0.4,-7.7,-4.3,-3.8,-7.8,-1.1,-3.4
O=C(CCN1CCCCO1)N1CCCC(Nc2cccc(F)c2)C1 (stereo not given),0.6,-7.1,-3.6,0.6,-3.9,0.1,-0.7,4.6,1.0,-0.8,-0.4
Cn1cnc([N+](=O)[O-])c1Sc1ncn[nH]1,0.8,2.4,2.0,0.4,-0.4,-0.9,-1.2,8.3*,-0.3,-1.3,0.7
CN1C(=O)C2(c3ccccc31)c1c(oc3ccccc3c1=O)C(=O)N2CCO (stereo not given),2.1,-1.0,-7.2,-0.4,-1.0,-3.3,0.8,0.2,-0.4,-1.4,-0.2
Cn1cccc1C(=O)NC(=O)COC(=O)Cc1coc2ccc3ccccc3c12,-1.5,-46.8,0.3,1.3,-1.0,-15.6,0.7,1.5,-0.9,-0.4,-0.2
CCOC(=O)NC(Cc1c[nH]c2ccccc12)C(=O)NCCc1ccc(S(N)(=O)=O)cc1 (stereo not given),0.3,2.6,3.0,-2.3,-1.0,-2.8,-0.4,-1.1,1.4,-1.0,0.5
CCOc1cccc(N2C(=O)CC(NCc3ccc(S(N)(=O)=O)cc3)C2=O)c1 (stereo not given),1.3,5.8,-4.5,-1.5,-1.7,2.4,0.5,0.2,-1.7,-1.1,-0.1
CCOC(=O)c1cc(-c2ccccc2)sc1NC(=O)CC,3.2,1.4,-1.7,-1.8,0.5,-0.2,-1.7,-1.6,-0.7,-1.2,-0.4
COC(=O)c1ccccc1C(=O)N1CCCC(C(=O)c2ccc(OC)c(OC)c2)C1 (stereo not given),-3.3,-8.0,2.5,-0.1,-2.4,-4.1,0.5,-1.4,-0.3,-1.4,0.3
Cc1onc(C(=O)Nc2sc3c(c2C(N)=O)CCCC3)c1[N+](=O)[O-],2.8,-0.1,3.5,-0.7,2.0,0.5,2.4,-1.1,2.3,-0.8,0.4
COc1ccc([C@H]2C[C@H](O)[C@@H](n3cc(-c4ccc(F)cc4)nn3)CN2C(=O)c2cccs2)cc1,1.8,-1.3,-2.8,-0.7,-0.8,0.2,-0.6,0.3,-1.5,-1.2,-0.3
C[C@@H]1CN([C@H](C)CO)C(=O)c2cc(NC(=O)Nc3ccc4c(c3)OCO4)ccc2O[C@H]1CN(C)Cc1ccncc1,1.7,-14.4,2.9,-0.3,-0.5,-8.6,-1.7,1.7,-1.1,-0.2,-1.0
CSc1ccccc1OCc1cc(C(=O)N2CCc3c(Cl)cccc3C2)no1,-1.9,-0.8,0.7,1.2,-0.7,-4.6,-0.9,-2.2,0.4,-0.9,-1.4
c1ccc(-c2noc(C34CC5CC(CC(C5)C3)C4)n2)cc1,0.1,6.8,-3.4,0.0,0.6,5.2,-0.6,-1.0,0.2,-0.7,-0.1
CCOc1ccc(N(C)C(=O)CCc2nnc3ccc(N4CCCCC4)nn23)cc1,-1.1,5.5,-0.7,-1.4,-2.4,2.1,0.6,-4.2,-2.2,-0.9,-0.1
O=C(Cc1ccccc1Cl)NNC(=O)Nc1ccccc1,0.2,10.1,4.8,1.7,0.3,-2.3,1.1,0.4,0.1,-1.4,-0.4
COc1ccc(NS(=O)(=O)c2cc(NC(=O)c3cccc(OCc4c(C)noc4C)c3)ccc2OC)cc1,-6.3,19.0,0.3,-4.1,0.1,5.1,-1.6,-3.4,-2.2,-1.8,-1.3
Cc1c(Cl)cccc1NC(=O)CCN1CCCC(C)C1 (stereo not given),1.6,-2.7,-6.7,-2.0,-1.4,-1.5,0.4,-0.6,-1.6,-0.2,0.3
CCOc1ccccc1NC(=O)c1ccc2c(O)c(S(=O)(=O)c3ccccc3)c(=O)[nH]c2c1,2.1,-2.4,-1.1,-0.9,2.9,-1.0,0.8,-0.8,-0.8,-1.2,0.3
COc1ccc(NC(=O)c2ccc(NC(=O)COC(=O)CC(NC(=O)c3ccccc3Cl)c3ccccc3)cc2)cc1 (stereo not given),3.4,-3.9,-3.0,-2.5,0.7,-0.8,-0.1,-3.4,0.8,-1.7,-0.2
O=c1[nH]c2ccc(S(=O)(=O)N3CCN(c4ccccc4F)CC3)cc2s1,-0.2,7.8,0.1,-0.9,-0.2,0.7,-1.4,-4.5,-0.1,-0.7,-0.3
Cc1ccc(-n2nnnc2SCC(=O)Nc2sc(C)c(C)c2C#N)cc1C,-1.6,1.8,-4.8,0.7,-2.8,-2.3,0.6,-0.7,0.9,-1.4,0.4
COc1ccc(NC(=O)CN2CCC(Cc3ccccc3)CC2)cc1S(=O)(=O)N1CCOCC1,-4.5,-2.1,4.2,-1.3,0.6,-3.2,-1.4,-2.3,1.6,-1.4,-0.6
CC1CC1C(=O)OCC(=O)Nc1ccc(N=Nc2ccccc2)cc1 (stereo not given),10.4,17.2,5.2,1.0,0.3,6.3,0.7,0.9,3.8,0.7,2.8
CC(=O)Nn1cnc2c(c1=O)C1(CCCCC1)Cc1ccccc1-2,-3.0,0.8,0.8,-1.2,-3.5,0.3,0.8,-1.8,-0.9,-1.6,0.4
COc1ccc([N+](=O)[O-])cc1NS(=O)(=O)c1ccc(C(=O)N2CCCC2)cc1,-0.9,0.3,-2.0,-0.3,-1.1,1.2,0.2,-1.9,2.1,-1.2,-0.3
CC(=O)NC(C)(c1ccccc1)c1nc(-c2cccc(C#N)c2)cs1 (stereo not given),-2.0,-2.1,-1.6,-3.1,0.2,1.0,·,0.7,1.1,-0.3,-1.1
Cc1cc2nc(C3CCCCC3)c(Cc3cccc(F)c3)n2c(C)c1Br,1.6,-5.3,2.7,1.6,-1.5,-3.9,·,1.2,·,1.7*,-1.2
COc1cc(C(C(=O)NC(C)(C)C)N(C(=O)CNC(=O)c2cccs2)c2ccccc2)cc(OC)c1OC (stereo not given),-0.4,-0.3,-7.1,-0.8,-1.0,1.5,-1.0,-1.5,-1.5,-0.8,0.4
CCOC(=O)C1=CCN(S(=O)(=O)c2cccc(Cl)c2)C1c1cccc(C)c1 (stereo not given),-2.8,-15.2,-6.7,0.7,-1.1,-0.9,·,-2.5,·,-0.4,-0.7
